From PubChem
GAA glycogen mod = alters human alpha-glucosidase cleavage of glycogen | recombinant GAA, glycogen substrate, Amplex Red glucose oxidase fluorescence | Potency, µM (titrated, usually from 76.4 µM), for inactives: at the highest dose activity change, negative = inhibition, usual class: inhibitors | P10253 | actives 0.38% (n = 300,000) | AID 2100; active = well fitted inhibition curve with a large enough effect; inconclusive = small, poorly fitted or top-dose-only effect, or another doubt; inactive = no such curve, though single readings can be large or run the other way;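 note: 0% = full enzyme reaction and -100% = no-enzyme basal signal; the screen sought inhibitors and activators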
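qHTS, 1536-well; enzyme 4 nM final; cpd up to 77 uM; substrate bovine liver glycogen 30 ug; 50 mM citrate/phosphate pH 5.0, 0.01% Tween-20; 37 C, 40 min; Amplex Red detection 45 min RT; Hill fit → AC50.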
An asterisk follows results filed as active; ? = inconclusive; & = joins results of further samples; [ ] = remark or other dose. Potency is the fitted concentration of half-maximal effect.

GAA glycogen mod,compound
2%,CCNc1c(NS(=O)(=O)c2ccc(OC)cc2)c(=O)oc2ccccc12
13%[76.3 µM],CC(=O)c1cccc(NC(=O)c2c(-c3ccccc3)c(-c3ccccc3)nn(C)c2=O)c1
-3%[76.3 µM],CCN(CC)C(=O)c1ccc2c(c1)N(Cc1ccccc1F)C(=O)c1ccccc1S2=O (stereo not given)
-5%[76.3 µM],COc1ccccc1CN1CC(C(=O)N(C)Cc2ccncc2C)CCC1=O (stereo not given)
2%,O=C(O)CCNC(=O)COc1ccc2c3c(c(=O)oc2c1)CCCC3
5%,Cc1ccc(CNC(=O)Nc2ccccc2)n1C
2%,Cc1cc(NC(=O)CCC(=O)N(CC(=O)NCC2CCCO2)c2ccc(C(C)C)cc2)no1 (stereo not given)
-11%[76.3 µM],COc1ccc(CN2C[C@H](Cc3ccccc3)[C@@H](CC(=O)Nc3ccccc3)C2=O)cc1
4%,CCN(C(=O)c1cn(C)c(=O)c2ccccc12)c1ccccc1F
-6%,CCc1ccc(C(=O)Cn2ccsc2=N)cc1
-6%[76.3 µM],CCOC(=O)Cn1cnc2c(cnn2-c2ccc(C)c(C)c2)c1=O
-9%[76.3 µM],CCc1nn(CC(=O)N2CCC(C)CC2)c(=O)c2cc3occc3n12
-21%[76.3 µM],O=S1(=O)CCOC[C@H](CC2CCCCC2)N1Cc1ccc(Cl)cc1
-2%[76.3 µM],Cc1cc(C)n(C(=O)Cn2nc(C)c(Cl)c2C)n1
-8%[76.3 µM],O=C(Nc1ccc(Cl)cc1)Nc1ccc2c(c1)OCO2
-4%[76.3 µM],NC(=O)c1cc(S(=O)(=O)N2CCOCC2)cs1
-10%,Cc1cccc(NC(=O)CSc2ncnc3sc(C)cc23)c1
-4%[76.3 µM],Cc1ccc(CNC(=O)CCCCCn2c(=O)c3sccc3n(CC(=O)N3CCCCC3C)c2=O)cc1 (stereo not given)
-15%,CC(C)CCOP(=O)(c1ccc(N(C)C)cc1)C(O)c1ccc(C(C)C)cc1 (stereo not given)
-1%,CCc1ccccc1NC(=O)COc1cccc(-n2cnnn2)c1
-4%[76.3 µM],CCN(Cc1ccccc1)S(=O)(=O)c1ccc(C(=O)N(CCCN(C)C)c2nc3ccc(F)cc3s2)cc1
-3%[76.3 µM],CC1CC(C)CN(C(=O)Cn2ncc3c([nH]c4ccccc43)c2=O)C1 (stereo not given)
12%[76.3 µM],CCOc1ccc(NC(=O)Cn2c(=O)n(-c3ccccc3)c(=O)c3c4c(sc32)CCCC4)cc1
?,COc1ccc(OC)c(CNc2ncc(-c3ccc(Cl)cc3)n2C)c1
11%[76.3 µM],COc1ccc(S(=O)(=O)N(CC(=O)NC(C)c2ccccc2)c2ccc(C)cc2)cc1OC (stereo not given)
-7%[76.3 µM],CCn1c(=O)c2cc(C(=O)N3CCN(c4cccc(OC)c4)CC3)sc2c2ccccc21
2%[76.3 µM],CCOC(=O)N1CCN(Cc2nc3cc(NC(=O)c4cccs4)ccc3n2C)CC1
-3%[76.3 µM],Cc1ccc(C(=O)NCCc2nnc3ccc(N4CCCC4)nn23)cc1
-1%[76.3 µM],COc1ccccc1CN1CC(C(=O)NCc2ccc(N3CCCC3=O)cc2)CCC1=O (stereo not given)
-7%[76.3 µM],Cc1ccc(C(=O)Nc2ccc(OCc3cc(=O)n4c5c(sc4n3)CCCC5)cc2)cc1

Quoted at random: 2 entries already listed.
GAA glycogen mod,compound
-2%[76.3 µM],Cc1cc(C)n(C(=O)Cn2nc(C)c(Cl)c2C)n1
-21%[76.3 µM],O=S1(=O)CCOC[C@H](CC2CCCCC2)N1Cc1ccc(Cl)cc1

Additional structures.
GAA glycogen mod,compound
19%[76.3 µM],CCCc1noc(-c2ccc(NCc3ccc(C)cc3)c([N+](=O)[O-])c2)n1
3%,Fc1c(F)c(F)c(NC2=NCCCCC2)c(F)c1F
-9%[76.3 µM],Clc1ccc2nc(Nc3ccccc3Cl)nc(-c3ccccc3)c2c1
0%[76.3 µM],Cc1ccc(S(=O)(=O)CC(=O)Nc2ccc3nc(C)sc3c2)cc1
9%[76.3 µM],COc1cccc(CNS(=O)(=O)c2cc3c(cc2C)NC(=O)CO3)c1
-17%[76.3 µM],COC(=O)c1ccc(Cn2c(SCc3cccc(C)c3)nc3ccncc32)cc1
-4%[76.3 µM],Cc1nc(NC(=O)CN2CCN(c3cccc(Cl)c3)CC2)sc1C(=O)N(C)C
-5%[76.3 µM],Cc1ccc(OCC(=O)NS(=O)(=O)c2ccc(Cl)cc2)cc1
3%&0%[76.3 µM],CCN1C(=O)c2cccc3c(S(=O)(=O)Nc4ccc(O)c(C(=O)O)c4)ccc1c23
-14%,Cc1c(NC(=O)Nc2ccccc2C(F)(F)F)c(=O)n(-c2ccccc2)n1C
-6%[76.3 µM],O=C(N/N=C/c1coc2ccccc2c1=O)c1ccc(Cl)cc1
10%[76.3 µM],CC(C)c1ccc(NC2CCCN(C(=O)c3ccc(Cn4cnnn4)cc3)C2)cc1 (stereo not given)
-5%,Cc1ccc(C(=O)N2c3ccccc3OCC2C)cc1 (stereo not given)
?,COc1cc(C2NC(=O)NC(C)=C2C(=O)OCC2CCCCC2)ccc1O (stereo not given)
-3%,Cn1c(=O)c2c(ncn2CCOc2cccc(Br)c2)n(C)c1=O
-4%[76.3 µM],COC(=O)c1c(NC(=O)COc2ccc(Cl)cc2Cl)sc2c1CC(C)(C)NC2(C)C
-8%,Cc1ccc(-c2c(NCCc3ccccc3)c(=O)c2=O)cc1
-9%[76.3 µM],CC12CCC(=O)N1C(C(=O)Nc1ccc(Br)cc1Cl)CS2 (stereo not given)
-3%[76.3 µM],Cn1c(=O)n(C)c2cc(NC(=O)c3ccc(F)cc3)ccc21
7%[76.3 µM],Cc1ccc(C2C(C#N)=C(N)Oc3cc(N)ccc32)cc1 (stereo not given)
4%[76.3 µM],COc1ccc(/C=N/NC(=O)c2ccc(NC(=O)C3CCCCC3)cc2)cc1O
4%,O=c1c2ccccc2nc(/C=C/c2cccc(Br)c2)n1CCCO
-30%[76.3 µM],COc1ccc(CCNCc2c(C(=O)O)c(C)n(Cc3cccc(Cl)c3)c2C)c(OC)c1OC
-15%[76.3 µM],O=C1CC(c2ccccc2)Sc2ccccc2N1Cc1ccc(F)cc1 (stereo not given)
-2%[76.3 µM],CCOc1cccc2sc(N(CCCN(C)C)C(=O)c3ccc(C(=O)c4ccccc4)cc3)nc12
10%[76.3 µM],O=C(NCc1cccnc1)c1nn(-c2ccccc2F)nc1CO
1%,O=C(CC(Cc1ccccc1)C(=O)O)Nc1ccccc1 (stereo not given)
5%[76.3 µM],COc1ccc(CNC(=O)CCc2c(C)c3ccc(OC)c(C)c3oc2=O)cc1OC
1%,COc1cccc(C(=O)CC(C(=O)O)c2ccc(Cl)cc2)c1 (stereo not given)
1%,Cc1cccc(CN2CCC(CNC(=O)Nc3ccc(F)c(Cl)c3)CC2)c1
-3%,O=C(Cn1cc(C(F)(F)F)ccc1=O)NCc1ccc(F)cc1
-1%[76.3 µM],Cc1ccc(OCCN(C)C(=O)C2CCC(=O)N(CCCN3CCCC3=O)C2)cc1 (stereo not given)
1%[76.3 µM],Cc1cccc(N2CCN(C(=O)c3c(Cl)cnn3C)CC2)c1C
9%[76.3 µM],Cc1nn(C(C)C(=O)N2CCN(c3ccc(F)cc3)CC2)c(=O)c2c1sc1ccccc12 (stereo not given)
?,NNC(=O)c1nc[nH]c1C(=O)Nc1ccccc1
1%,NC(=S)N=Nc1c(O)n(CC(=O)Nc2ccccc2)c2ccccc12
-25%[76.3 µM],CCCCC(=O)Nc1nc2c(s1)COc1ccccc1-2
-1%,Cc1cc2oc(=O)cc(CN3CCCCC3)c2cc1C
-7%[76.3 µM],COC(=O)c1cccc(CN2C(=O)SC(Nc3ccccc3C)C2=O)c1 (stereo not given)
-23%[76.3 µM],CCOc1ccccc1NC(=O)CCc1nnc2ccc(N3CCC(C)CC3)nn12

An excerpt of these results, with tabs:
Compound	GAA glycogen mod
COc1cc(C2NC(=O)NC(C)=C2C(=O)OCC2CCCCC2)ccc1O (stereo not given)	?
Cc1cccc(N2CCN(C(=O)c3c(Cl)cnn3C)CC2)c1C	1%[76.3 µM]
CC(C)c1ccc(NC2CCCN(C(=O)c3ccc(Cn4cnnn4)cc3)C2)cc1 (stereo not given)	10%[76.3 µM]
Cc1cccc(CN2CCC(CNC(=O)Nc3ccc(F)c(Cl)c3)CC2)c1	1%

Remaining list, next part
GAA glycogen mod,compound
2%[76.3 µM],O=S(=O)(NC1CC(NS(=O)(=O)OCC(Cl)(Cl)Cl)C2CCCCC12)OCC(Cl)(Cl)Cl (stereo not given)
0%[76.3 µM],Cc1ccc(C(=O)NC(=S)NCc2ccccc2)cc1
2%,CC(=O)Nc1ccc(C(=O)NCC2CCCCC2)cc1
-7%[76.3 µM],CCOc1ccc(CNC(=O)C2CCCN(c3nnc(C)c4c(C)n(-c5ccccc5)nc34)C2)cc1 (stereo not given)
-16%[76.3 µM],O=C(Nc1ccc(F)cc1F)c1cccc2c1C(=O)N(C1CCCCC1)C2
-1%[76.3 µM],CCc1ccc(-c2nc3c(c(SCc4ccccc4F)n2)Cc2c(CO)cnc(C)c2O3)cc1
-17%[76.3 µM],Cc1ccccc1C(=O)N1CCN(c2ccc(NC(=S)NC(=O)c3ccco3)cc2)CC1
-2%[76.3 µM],CC(C)c1ccc(NC(=O)Cc2ccc(NC3=NC4CS(=O)(=O)CC4S3)cc2)cc1 (stereo not given)
-8%,CCc1ccc(OC(C)C(=O)N(Cc2ccccc2)C2CCS(=O)(=O)C2)cc1 (stereo not given)
20%[76.3 µM],Cc1n(Cc2ccccc2)c2ccccc2[n+]1Cc1ccccc1
1%[76.3 µM],COC(=O)c1ccc(NC(=O)CSc2ccc(-c3sc(-c4ccccc4)nc3C)nn2)cc1
-6%[76.3 µM],CC(CNC(=O)c1ccc(CSc2nc3ccncc3n2Cc2ccccc2)cc1)c1ccccc1 (stereo not given)
16%[76.3 µM],CC1CCC(NC(=O)CCc2cn(Cc3ccc(F)cc3)c3ccccc23)CC1 (stereo not given)
?,COCC(=O)Nc1cccc(-c2nc3cccnc3s2)c1
17%[76.3 µM],O=C(NCCc1ccccc1)C(=O)Nc1cccc(Br)c1
12%[76.3 µM],O=C(NCc1ccccc1)C1CCCN(C(=O)NCc2ccccc2)C1 (stereo not given)
16%[76.3 µM],Cc1ccc(NC(=O)Cn2c(=O)c3cc(Cl)ccc3n3nncc23)cc1
6%[76.3 µM],O=C(CSc1ccc(-c2cccs2)nn1)Nc1ccccc1C(F)(F)F
2%[76.3 µM],COc1ccc(CCNC(=O)c2ccc3c(c2)N=C(C)c2cc(C)ccc2S3)cc1OC
-10%[76.3 µM],CCOc1ccc(NS(=O)(=O)c2ccc(C(=O)N3CCCCC3)cc2)cc1
1%,CC(=O)Nc1nc(-c2ccc3ccccc3c2)cs1
-12%[76.3 µM],COCCNC(=O)CN1C(=O)COc2ccc(S(=O)(=O)N3CCCCCC3)cc21
-2%,O=S(=O)(Cc1ccccc1)Oc1ccccc1
2%,Cc1ccc(S(=O)(=O)Nc2cc(=O)[nH]c(SCC(=O)Nc3ccccc3C(F)(F)F)n2)cc1
1%,COc1cc(NC(=O)NCC2CCN(Cc3ccccc3F)CC2)cc(OC)c1
-1%[76.3 µM],Cc1nc2sccn2c(=O)c1S(=O)(=O)NCC(C)c1ccccc1 (stereo not given)
-6%,COC(=O)c1cc(Cn2nc(C(=O)O)c3ccccc3c2=O)oc1C
-3%[76.3 µM],COc1ccc(S(=O)(=O)N2CCN(c3ccccc3)CC2)cc1-c1noc(C)n1
-1%[76.3 µM],CCc1ccc(NC(=O)Cn2c(=O)n(CC3CCCO3)c(=O)c3cc(OC)c(OC)cc32)cc1 (stereo not given)
6%,CCCSCCCNC(=O)c1ccc(C)c(NC(=O)C2=C(C)OCCS2)c1

Arranged by value in GAA glycogen mod (smallest number first): five from the list above.
GAA glycogen mod,compound
-6%,COC(=O)c1cc(Cn2nc(C(=O)O)c3ccccc3c2=O)oc1C
-2%,O=S(=O)(Cc1ccccc1)Oc1ccccc1
1%,CC(=O)Nc1nc(-c2ccc3ccccc3c2)cs1
2%,Cc1ccc(S(=O)(=O)Nc2cc(=O)[nH]c(SCC(=O)Nc3ccccc3C(F)(F)F)n2)cc1
6%,CCCSCCCNC(=O)c1ccc(C)c(NC(=O)C2=C(C)OCCS2)c1

(further entries)
GAA glycogen mod,compound
3%[76.3 µM],CCn1c(=S)sc2c(=O)n(CC(=O)Nc3cccc(OC)c3)c(C)nc21
-7%[76.3 µM],Cc1cc(-c2ccc(C)c(S(=O)(=O)NCCC(C)N3CCCCCC3)c2)on1 (stereo not given)
-12%,O=C(O)CCc1ccc(-c2ccc(Cl)cc2)n1CC(=O)Nc1ccccc1
-2%,O=C(c1ccc(Cl)cc1)N1CCOc2ccccc21
-17%[76.3 µM],COCCCNC(=O)C1CCN(c2nnc(-n3cccc3CNc3ccc(C)cc3)s2)CC1
1%[76.3 µM],CCOC(=O)COc1ccc2c3c(c(=O)oc2c1)CCCC3
8%&0%[76.3 µM],CCOc1ccc(CCNC(=O)CCCn2c(=O)c3cccn3c3cccnc32)cc1OCC
3%[76.3 µM],Cc1ccc(N2C(=O)N3[C@H](c4ccc(F)cc4)[C@@H]4C(=O)N(C5CCCCC5)C(=O)[C@@H]4[C@]3(C)C2=O)cc1
0%[76.3 µM],COc1cc([N+](=O)[O-])ccc1NC(=O)Nc1ccc(C(=O)N2CCCC2)cc1

Only part of the results is shown; the hit share may differ from the screen's.
